Bioassay records from PubChem.
IL-2 act – activates IL-2 in a cell-based reporter assay; IL-2 activation reporter assay, cell-based qHTS; stimulated with anti-CD3/CD4/CD28 beads; in transgenic mouse T cells; activation, % (series mostly up to about 46 µM); AID 652025; 0.065% of 360,000 active; in the data active = activation above about 50%; inconclusive = mostly about 30% to 49%; also: 0% is about no effect
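Screening format: compound pinned onto unstimulated transgenic mouse T cells, 60 min incubation, then anti-CD3/anti-CD4/anti-CD28 bead stimulation for 18 hours at 37 degrees C, followed by EGFP and DsRed detection.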
PLK1 PBD block – blocks phosphopeptide binding to human PLK1 polo-box domain; Plk1 PBD binding of FITC phosphopeptide, fluorescence polarization; Potency, µM, without a hit: max response, negative = inhibition, actives largely listed as inhibitors; 2.8% of 360,000 active; also: potency is read from the fitted curve at half-maximal effect; series mostly up to about 57 µM; % is scaled to controls: 0 for no effect and ±100 for the full control effect; nearly all actives have a fitted effect of over 65% in size
Target sequence (P53350 whole entry, looked up, the tested form may be a part): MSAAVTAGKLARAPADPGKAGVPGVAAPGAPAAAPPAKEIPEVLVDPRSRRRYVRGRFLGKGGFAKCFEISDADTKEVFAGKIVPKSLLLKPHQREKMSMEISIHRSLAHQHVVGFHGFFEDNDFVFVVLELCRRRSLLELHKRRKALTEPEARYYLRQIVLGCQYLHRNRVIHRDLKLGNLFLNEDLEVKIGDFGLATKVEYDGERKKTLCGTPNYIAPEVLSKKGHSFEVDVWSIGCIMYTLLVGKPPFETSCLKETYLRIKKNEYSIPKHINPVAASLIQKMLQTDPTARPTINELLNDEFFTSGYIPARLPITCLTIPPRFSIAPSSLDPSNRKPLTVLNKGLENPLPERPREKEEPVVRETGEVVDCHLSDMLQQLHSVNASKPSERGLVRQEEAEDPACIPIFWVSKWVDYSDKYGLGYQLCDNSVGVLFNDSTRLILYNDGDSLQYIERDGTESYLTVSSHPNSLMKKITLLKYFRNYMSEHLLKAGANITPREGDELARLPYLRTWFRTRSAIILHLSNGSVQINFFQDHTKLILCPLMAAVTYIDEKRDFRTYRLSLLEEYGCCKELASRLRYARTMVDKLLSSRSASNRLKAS
EPAC1 antag – EPAC1 (human) antagonism. 0.14% of 360,000 active. Potency, µM (doses to about 115 µM), without a hit: at the highest dose activity change, negative = inhibition, hits mostly inhibitors. EPAC1 GEF assay, Rap1b-BODIPY-GDP exchange fluorescence. O95398;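 also: potency is read from the fitted curve at half-maximal effect; plate controls were vehicle for no effect and positive control for full effect; nearly all actives have a fitted effect of over 50% in size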
Abeta yeast res – A-beta toxicity reversal in yeast; yeast expressing A-beta42, growth rescue, OD600, 48 h; response scale: 0% DMSO, 100% iron-clioquinol control; Potency, µM (titrated, usually from 46.1 µM), without a hit: top-dose growth rescue, most hits filed as activators; 0.063% of 410,000 active; AID 1347071; also: potency is read from the fitted curve at half-maximal effect; nearly all actives have a fitted effect of over 55% in size
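Yeast A-beta toxicity model in growth medium with pinned compounds, 48 h at 30 C; growth read as absorbance at 600 nm. Normalized to FeCl3/clioquinol equimolar mix (positive) and DMSO (negative).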
FUS yeast rescue – rescues growth of FUS-expressing yeast | S. cerevisiae FUS-expressing, growth rescue, OD600, 24 h | Potency, µM (doses to about 76.6 µM), inactives show at the top dose growth rescue (activation), actives largely listed as activators | 0.24% of 390,000 active | AID 1347120;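 also: potency is read from the fitted curve at half-maximal effect; plate controls were DMSO vehicle for no effect and reference control for full effect; nearly all actives have a fitted effect of over 55% in size; some results filed as inactive show a strong effect at the top dose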
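S. cerevisiae expressing FUS from galactose induction served as the toxicity model. Growth after 24hr at 30C, read as absorbance at 600 nm, indicates suppression of toxicity; compounds dosed at several concentrations.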
WRN inhibitor – WRN helicase (human) inhibition; WRN helicase unwinding, fluorescent forked duplex, kinetic; Q14191; Potency, µM (highest dose often 114 µM), for the others: top-dose activity change, negative = inhibition, usual class: inhibitors; 0.46% of 360,000 active; also: potency is read from the fitted curve at half-maximal effect; % is scaled to controls: 0 for no effect and ±100 for the full control effect; nearly all actives have a fitted effect of over 55% in size
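Kinetic fluorescence helicase assay: unwinding of a quenched forked DNA duplex (100 nM final) with 2 mM ATP final raises red fluorescence (525/598 nm). Compounds sat 15 min at room temperature with 20 nM WRN beforehand.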
EPAC1 ag – activates human EPAC1 exchange factor; EPAC1 agonist qHTS, biochemical assay; response scale: 100% = response to 6.5 mM cAMP; O95398; 0.073% of 360,000 active; Potency, µM (series often up to 154 µM), for inactives: at the highest dose activation, most hits filed as activators; also: potency is read from the fitted curve at half-maximal effect; nearly all actives have a fitted effect of over 60% in size
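Compounds were pinned as a concentration titration into mixtures of EPAC1 (100 nM), BODIPY-GDP-loaded Rap1B (250 nM) and GDP (50 uM). After 5 min at room temperature, fluorescence was followed for 30 min; activity was scaled to 6.5 mM cAMP.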
PI5P4K alpha inh – blocks human PI5P4K alpha kinase activity; max response, %; AID 652105; PI5P4Kalpha enzyme, ADP-Glo luminescence, 60 min; hits give low values; 1.2% of 330,000 active; P48426; active = max response of -50% or lower; inconclusive = between -30% and -50%; inactive = -30% or higher; also: value at the top dose of about 77 µM; % is scaled to controls: 0 for no effect and ±100 for the full control effect
Target sequence (P48426 whole entry, looked up): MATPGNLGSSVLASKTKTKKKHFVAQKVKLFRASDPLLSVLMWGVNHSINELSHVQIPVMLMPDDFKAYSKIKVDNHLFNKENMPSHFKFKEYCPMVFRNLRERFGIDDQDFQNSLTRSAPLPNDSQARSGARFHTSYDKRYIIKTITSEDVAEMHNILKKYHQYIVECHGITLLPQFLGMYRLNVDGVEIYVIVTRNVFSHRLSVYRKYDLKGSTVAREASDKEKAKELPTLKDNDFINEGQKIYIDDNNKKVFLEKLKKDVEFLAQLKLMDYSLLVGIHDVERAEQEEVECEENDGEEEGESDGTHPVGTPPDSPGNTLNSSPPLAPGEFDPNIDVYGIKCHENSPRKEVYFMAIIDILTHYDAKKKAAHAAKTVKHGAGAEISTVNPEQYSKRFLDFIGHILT
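ADP-Glo luminescence end-point read after a 60 min room-temperature kinase reaction of PI5P4Kalpha plus substrate, initiated with ATP at 5 microM final. Buffer: 0.038 M HEPES pH 7.4, EGTA, 0.1% CHAPS, 5% DMSO.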
An asterisk follows results filed as active; ? = inconclusive; / = not tested or not shown; [ ] = another dose, or the depositor's remark. Unless noted, calls follow the shape of the dose curve; as a rule, active = well fitted curve in the direction sought with a large enough effect; inconclusive = small, poorly fitted or top-dose-only effect, or another doubt; inactive = no such curve, though single readings can be large; an effect the other way counts as inactive or inconclusive.

SMILES	IL-2 act	PLK1 PBD block	EPAC1 antag	Abeta yeast res	FUS yeast rescue	WRN inhibitor	EPAC1 ag	PI5P4K alpha inh
Cc1ccccc1NC(=O)Cn1c(=O)sc2ccccc21	-0.6	-3%	-10%	25%	18%	7%	0%	8
COc1ccc(Nc2ncnc3sc(-c4ccccc4)cc23)c(OC)c1	-0.6	4%	-12%	-17%	42%	-8%	10%	0
CCC(C(=O)OC)n1cnc2c(nnn2-c2ccc(OC)cc2)c1=O (stereo unspecified)	-2.2	-7%	2%	10%	-10%	0%	4%	/
CC(C)(C)NC(NC(=O)Cc1ccccc1)C(Cl)(Cl)Cl (stereo unspecified)	-0.1	-1%	-3%	27%	-6%	-9%	-9%	3
O=C(Nc1nnc(CCc2ccccc2)s1)c1ccc(F)cc1	2.9	-11%	14%	1%	19%	-18%	9%	-3
Cc1cc(C)n2nc(SCC(=O)N/N=C/c3ccccn3)nc2n1	-2.7	0%	6%	7%	-17%	2%	0%	-5
CCCN(CC(=O)Nc1ccc(F)c(F)c1F)C(=O)c1ccc(=O)n(Cc2ccccc2)n1	-3.3	-14%	-7%	-10%	22%	15%	1%	-5
O=C(c1ccc(=O)[nH]c1)N(Cc1cccs1)C1(C(=O)NC2CCCC2)CCCCC1	0.1	4%	2%	8%	/	-16%	-2%	-2
CCOC(=O)C1CCCN(CCC(=O)Nc2ccc(Br)cc2)C1 (stereo unspecified)	0.6	-5%	-22%	9%	16%	4%	-3%	-6
O=C(Cc1ccccc1[N+](=O)[O-])N/N=C/c1cccnc1	-1.3	-5%	0%	12%	-7%	7%	4%	-3
Cc1ccc(Cn2nnc3c(=O)n(CC(=O)NCc4ccco4)cnc32)cc1	0.8	-7%	13%	-8%	/	-1%	14%	-23
CCOC(=O)c1c(NC(=O)COC(=O)c2ccc(NC(=O)CC#N)cc2)sc(C(=O)NC)c1C	-0.2	-6%	?	-3%	13%	?	7%	?
CCC1CCCCN1CCCNC(=O)CNC(=O)c1nn(-c2ccc(OC)cc2)c(=O)c2ccccc12 (stereo unspecified)	28	5%	-13%	-16%	-2%	5%	-11%	6
O=C(NC(=S)NC1CCSC1=O)c1ccccc1Cl (stereo unspecified)	0.5	-2%	0%	-7%	9%	6%	-3%	2
CC(C)(C)c1ccc(C(=O)Nc2ccc(S(N)(=O)=O)cc2)cc1	-1.0	?	-27%	3%	3%	-10%	0%	3
CCOc1cccc(C(=O)Nc2cccc(C(C)=O)c2)c1	0.6	-5%	13%	?	11%	?	8%	0
CCCCNS(=O)(=O)c1cccc(NC(=O)[C@@H]2O[C@H](CO)[C@@H](O)[C@H]2O)c1	0.1	0%	-9%	-3%	-19%	2%[57.1 µM]	-15%	3
NNC(=O)c1ccc([N+](=O)[O-])c(CS(=O)(=O)c2ccc(Cl)cc2)c1	0.8	-10%	-6%	10%	/	-23%	1%	0
O=C(COC(=O)c1cccc(Cl)c1)Nc1cc(S(=O)(=O)N2CCOCC2)ccc1N1CCOCC1	-2.9	-10%	-1%	5%	/	2%	8%	1
O=C(Nc1ncc(Br)s1)C1CCCN1S(=O)(=O)c1cccc2cccnc12 (stereo unspecified)	-2.3	-4%	-5%	-10%	-2%	5%	6%	-4
NC(=O)C1=C[C@H](c2coc3ccccc3c2=O)C[C@H](OCCCCO)O1	0.4	-9%	-10%	-5%	-18%	4%	-15%	1
Cc1cc(NC(=O)c2ccc(Br)o2)ccc1NC(=O)c1ccco1	-0.8	-8%	-5%	-43%[inhibitor]	19%	5%	7%	-20
CCOC(=O)Nc1ccc2c(c1)N(C(=O)CN(C)C)c1ccccc1S2	-2.0	2%	3%	-5%	-2%	25%	-6%	-2
O=C(CCCN1C(=O)/C(=C/c2ccccc2Cl)SC1=S)NNC(=O)c1ccncc1	6.5	-6%	-7%	3%	-1%	-20%	-2%	-2
NC(=Nc1ccccc1)Nc1ccccc1	-4.7	2%	6%	6%	-21%	-2%	9%	7
Cc1nc(Nc2c(Cl)cccc2Cl)sc1C(=O)Nc1ccccc1	-0.1	-13%	-16%	2%	-10%	-5%	0%	2
O=C1Nc2ccc(S(=O)(=O)NCC3CCCO3)c3cccc1c23 (stereo unspecified)	-1.0	?	1%	11%	6%	-7%	0%	-8
O=C1CCC(c2ccc3c(c2)CCC3)=NN1	1.5	6%	6%	0%	4%	7%	2%	-1
COc1ccc(C(=O)CSc2nc(C)cc(=O)[nH]2)cc1C	-1.1	-13%	1%	-10%	-19%	3%	-11%	4
CCCCCCOC(=O)C1=C(C)NC(=O)NC1c1ccc2c(c1)OCO2 (stereo unspecified)	1.0	2%	4%	-6%	15%	1%	4%	-2
O=C(CCCCCNC(=O)N1CCn2c1nc1ccccc12)NCc1ccccc1	-3.9	-16%	9%	0%	19%	-4%	1%	-4
COc1ccc(C(=O)C2CCCN(Cc3cccc4c3OCO4)C2)cc1OC (stereo unspecified)	-3.3	-13%	-26%	6%	-11%	-2%	2%	-7
COc1cc(/C=N/Nc2cccc(C)c2)ccc1OC(=O)c1ccco1	1.3	-7%	-1%	21%	15%	7%	0%	-5
O=C(CN1C(=O)NC2(CCCC2)C1=O)OCc1ccc(Br)cc1	-2.6	0%	-2%	-7%	-8%	-10%	11%	2
CC(/C=N/NC(=O)c1cc(-c2cccn2C)n[nH]1)=C\c1ccccc1	5.9	-2%	-4%	23%	32%	-3%	-1%	-12
O=C(NCC1COc2ccccc2O1)c1c[nH]c2ccc(S(=O)(=O)N3CCOCC3)cc2c1=O (stereo unspecified)	0.3	0%	10%	18%	11%	-8%	-4%	-3
Cc1ccc(-c2nn(C)c(=O)c3ccccc23)cc1CNC(=O)c1ccccc1	-4.0	-9%	?	7%	29%	0%	11%	-4
COc1ccc(Cl)cc1NC(=O)CN1C(=O)CSC1=O	-1.5	0%	6%	13%	14%	2%	-10%	17
Cc1ccc(C)c(NC(=O)CN(C)C(=O)Cc2coc3cc(C)c(C)cc23)c1	0.4	-8%	-10%	6%	2%	-2%	2%	6
CCN(CC(=O)Nc1ccc(NC(C)=O)cc1)C(=O)c1ccccc1CCc1ccccc1	-5.4	-9%	0%	11%	22%	?	-2%	-1

Next section, starting with the last 5 of the part before.
SMILES	IL-2 act	PLK1 PBD block	EPAC1 antag	Abeta yeast res	FUS yeast rescue	WRN inhibitor	EPAC1 ag	PI5P4K alpha inh
O=C(NCC1COc2ccccc2O1)c1c[nH]c2ccc(S(=O)(=O)N3CCOCC3)cc2c1=O (stereo unspecified)	0.3	0%	10%	18%	11%	-8%	-4%	-3
Cc1ccc(-c2nn(C)c(=O)c3ccccc23)cc1CNC(=O)c1ccccc1	-4.0	-9%	?	7%	29%	0%	11%	-4
COc1ccc(Cl)cc1NC(=O)CN1C(=O)CSC1=O	-1.5	0%	6%	13%	14%	2%	-10%	17
Cc1ccc(C)c(NC(=O)CN(C)C(=O)Cc2coc3cc(C)c(C)cc23)c1	0.4	-8%	-10%	6%	2%	-2%	2%	6
CCN(CC(=O)Nc1ccc(NC(C)=O)cc1)C(=O)c1ccccc1CCc1ccccc1	-5.4	-9%	0%	11%	22%	?	-2%	-1
O=C(OCC(=O)N1CCOCC1)c1ccccc1Br	-0.1	2%	3%	3%	-8%	3%	5%	12
CC(=O)c1cc2c(cc1NC(=O)CCn1cccc1)OCO2	-0.4	-1%	6%	18%	-2%	7%	-12%	-7
CC(=O)Nc1ccc(NC(=O)CSc2nnc3ccc(-c4ccccn4)nn23)cc1	-0.3	-2%	5%	-4%	3%	-10%	13%	2
Cc1ccc(S(=O)(=O)Nc2ccccc2N=Cc2ccc([N+](=O)[O-])cc2[N+](=O)[O-])cc1	-7.0	3%	7%	0%	/	-3%	4%	2
CN1CCN(C(=O)c2ccc(CNS(=O)(=O)c3ccc(F)c(Cl)c3)cc2)CC1	0.8	-11%	-9%	9%	-11%	8%	-2%	-3
Cc1ccc(C(=O)N2CCN(c3ccc(Cl)cc3)CC2)cc1	-1.7	1%	-7%	-25%	26%	10%	2%	-3
COCCCn1c(Cc2csc(Nc3cccc(Cl)c3)n2)nnc1SCC(=O)OC	-0.1	-16%	1%	2%	18%	-7%[11.6 µM]	-1%	/
O=C(OCn1nnc2ccccc2c1=O)c1ccc(N2CCOCC2)c([N+](=O)[O-])c1	-2.2	-10%	-12%	9%	8%	-5%	13%	-2
O=C(NCC1CCCO1)c1ccccc1NC(=O)c1cccc2ccccc12 (stereo unspecified)	-0.6	-7%	-2%	0%	21%	-3%	6%	0
O=C(CSc1ccccc1)N1CCN(C(=O)c2ccco2)CC1	1.3	?	-1%	8%	-25%	8%	-2%	8
Cc1cc(/C=C2\SC(=S)N(C)C2=O)c(C)n1-c1ccc(O)cc1	-0.8	-9%	-28%	-20%	16%	-10%	18%	6
COc1ccc(CNC(=O)C(c2ccncc2)N(C(=O)Cc2cccs2)c2ccc(C)cc2)cc1 (stereo unspecified)	2.8	-1%	-5%	23%	38%	-9%	12%	/
COc1ccc(C2=CC(=O)C[C@H](c3ccc(F)cc3)C2)c(OC)c1	-2.3	-1%	-3%	12%	?	-9%	-2%	5
NS(=O)(=O)c1cccc(NC(=O)c2ccno2)c1	-2.9	-4%	5%	-11%	-12%	-8%[57.1 µM]	5%	-1
Cc1nc2ccc(NC(=O)N3CCCCC3)cc2nc1C	2.0	-3%	8%	-2%	16%	3%	-6%	1
Cc1ccc(NC(=O)c2cc3ccccc3oc2=O)cc1S(=O)(=O)N(C)C	-0.6	-9%	-5%	-11%	-9%	-1%	-8%	-1
O=C(Nc1ccccc1C(=O)N1CCOCC1)C1CCCO1 (stereo unspecified)	0.7	-2%	1%	15%	-2%	6%	-4%	/
Cn1c(COc2ccccc2)nnc1SCCC(=O)Nc1ccccc1	-0.4	-9%	-17%	16%	2%	-1%	1%	4
CC1(C)Cc2nc3sc4c(=O)[nH]cnc4c3cc2CS1	-0.7	-7%	10%	7%	3%	-25%[57.1 µM]	-8%	?
CCOC(=O)c1cc2n(n1)C(C(F)(F)F)CC(C)N2 (stereo unspecified)	-0.6	-7%	-7%	1%	-9%	-2%	-1%	-10
O=C(Nc1ccc(NS(=O)(=O)c2ccccc2)cc1)c1ccccc1	0.4	1%	-1%	6%	15%	2%	3%	9
